# IL1B secr inh: inflammasome signaling inhibition, IL-1 beta readout; THP-1 LPS/ATP IL-1B secretion, AlphaLISA, 16 h; stronger effect = lower value; 360,000 compounds, 4.7% hits; AID 743279; activity change, % at 57.5 µM; in the data active = activity change below about -50%; inconclusive = mostly about -30% to -49%; note: % is set by controls: 0 for no effect and ±100 for the full control effect
#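 Secreted IL-1B measured by AlphaLISA bead assay after 16 h compound exposure of THP-1 cells; compounds (final up to 57.5 uM) added 1 h before LPS (250 ng/mL) and ATP (1.25 mM) stimulation; lower signal means less secretion.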
# Nrf2 activator: activates Nrf2 signaling. AREc32 ARE-luciferase reporter (MCF7-derived line), luminescence, 24 h. Potency, µM (highest dose often 46.1 µM), for inactives: top-dose activation, usual class: activators. 410,000 compounds, 0.31% hits; note: potency is the fitted concentration of half-maximal effect; % of control where 0% means no effect; nearly all actives have a fitted effect of over 65% in size
#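 ARE-driven firefly luciferase activity in AREc32 cells measured after a 24 hr compound exposure at 37 deg C, using Steady-Glo reagent and a 30 min room-temperature hold.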
# Nrf2 inh: blocks Nrf2 signaling; A549 ARE-Fluc reporter, luciferase luminescence, 18-24 h; 360,000 compounds, 2.1% hits; Potency, µM (titrated, usually from 46 µM), without a hit: top-dose activity change, negative = inhibition, usual class: inhibitors; AID 504444; note: potency is the fitted concentration of half-maximal effect; % is set by controls: 0 for no effect and ±100 for the full control effect; nearly all actives have a fitted effect of over 60% in size
#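 A549 ARE_Fluc cells, 5000/well, 5% FBS OPTI-MEM; compounds in dose-response, 18-24 h at 37 °C/5% CO2; CellTiter-Fluor viability read (Ex 405/Em 525), then BugLite luciferase luminescence = Nrf2 activity.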
# MCF10A rerep: inducers of DNA re-replication in MCF 10A breast cells; Potency, µM (top dose mostly 46.1 µM), without a hit: at the top dose activity, positive = re-replication, actives largely listed as activators; MCF 10A DNA re-replication, Hoechst nuclear intensity, 48 h; 350,000 compounds, 2.9% hits; note: potency is the fitted concentration of half-maximal effect; % of control where 0% means no effect; nearly all actives have a fitted effect of over 50% in size
# HepG2 viability: kills HepG2 cells in TGF-b inhibitor counter-screen; HepG2 CAGA-GFP viability, ATP luminescence, 18 h; Potency, µM (top dose mostly 46.1 µM), for inactives: top-dose activity change, negative = cytotoxicity, actives largely listed as cytotoxic; 410,000 compounds, 0.76% hits; AID 588856; note: potency is the fitted concentration of half-maximal effect; some results filed as inactive show a strong effect at the top dose
#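 HepG2 CAGA-GFP cells (1000/well, DMEM with 1% FBS) received compound, then TGF-beta at 500 pg/mL final, and were incubated 18 hours at 37 degrees C. Viability was read by CellTiter-Glo luminescence. Media-only wells were set as complete cell-killing and DMSO as no toxicity.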
# ATXN2 expr inh: reduces ATXN2 reporter expression in HEK-293 cells; HEK-293 ATXN2-luciferase reporter, luminescence, 24 h; Potency, µM (highest dose often 57 µM), without a hit: top-dose activity change, negative = inhibition, most hits filed as inhibitors; 360,000 compounds, 0.72% hits; AID 1745845; note: potency is the fitted concentration of half-maximal effect; % is set by controls: 0 for no effect and ±100 for the full control effect; nearly all actives have a fitted effect of over 55% in size
#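 ATXN2-luciferase reporter cells (luciferase flanked by upstream and downstream ATXN2 gene portions) were treated 24 h at 37 °C with compounds at up to 57 uM. SteadyGlo luminescence gave expression; GF-AFC fluorescence gave viability.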
# TGFb inhibitor: inhibitors of TGF-b signaling; HepG2 CAGA-GFP TGF-b/SMAD3 reporter, GFP fluorescence, 18 h; TGF-beta stimulated, 500 pg/mL final; Potency, µM (highest dose often 46.1 µM), without a hit: top-dose activity, negative = inhibition, hits mostly inhibitors; 410,000 compounds, 1.2% hits; AID 588855; note: potency is the fitted concentration of half-maximal effect; % is set by controls: 0 for no effect and ±100 for the full control effect; nearly all actives have a fitted effect of over 65% in size
#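 HEPG2 CAGA-GFP reporter cells (1000/well, DMEM with 1% FBS) received compounds, then recombinant TGF-beta at 500 pg/mL final for 18 hours at 37 degrees C. Per-cell GFP summed per well was normalised to unstimulated and stimulated DMSO controls before curve fitting.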
# S2 tox: reduces viability in counter-screen for ATXN expression inhibitors | Potency, µM (top dose mostly 56.7 µM), usual class: cytotoxic | 400,000 compounds, 0.49% hits | S2 cells (HEK-293 line with an ATXN2-luciferase reporter) viability, CellTiter-Fluor protease fluorescence, 24 h; note: potency is the fitted concentration of half-maximal effect; nearly all actives have a fitted effect of over 40% in size
# A549 tox: counter-screen for Nrf2 inhibitors: cytotoxicity in A549 cells; Potency, µM (top dose mostly 46 µM), for the others: top-dose activity change, negative = cytotoxicity, hits mostly inhibitors; 390,000 compounds, 0.16% hits; A549 ARE-Fluc cells, CellTiter-Fluor viability, 18-24 h; AID 504648; note: potency is the fitted concentration of half-maximal effect; % is set by controls: 0 for no effect and ±100 for the full control effect
#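 A549 ARE-Fluc cells in 5% FBS OPTI-MEM, 5000 cells/well, rested 2 h then exposed to compounds in concentration-response for 18-24 h at 37 °C. Viability by CellTiter-Fluor fluorescence (Ex 405/Em 525) after 30 min; luciferase luminescence (BugLite, 15 min, RT) read afterwards.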
# * marks the source's active call; other numbers are inactive results; i = inactive; ? = inconclusive; · = not tested or not shown; & = joins results of further samples; [ ] = remark or other dose. Unless noted, calls come from the whole dose curve; as a rule, active = well fitted curve in the direction sought with a large enough effect; inconclusive = small, poorly fitted or top-dose-only effect, or another doubt; inactive = no such curve, though single readings can be large; an effect the other way counts as inactive or inconclusive.
no.	Molecule	IL1B secr inh	Nrf2 activator	Nrf2 inh	MCF10A rerep	HepG2 viability	ATXN2 expr inh	TGFb inhibitor	S2 tox	A549 tox
1	Cc1c(C)c2ccc(OC(C)C(=O)N3CC[C@@]4(O)CCCC[C@H]4C3)cc2oc1=O (stereo not given in full)	-7	1.1%	-2%	?	0%	6%	9%	i	3%
2	CCOc1ccccc1NC(=O)CNC(=O)N1CC(=O)Nc2ccccc21	26	4.8%	1%	6%	3%	0%	-6%	i	5%
3	Cc1nnsc1C(=O)N1CCC(CO)(Cc2ccccc2Cl)CC1	-3	-0.7%	-4%	?	9%	-9%	3%	i	1%
4	CCCCOC(=O)c1cccc(NC(=O)CCC(=O)O)c1	8	0.2%	-18%	4%	7%	-5%	-3%	i	·
5	COC(=O)n1c(=O)oc2ccccc21	18	-0.5%	·	-3%	6%	2%	-8%	i	5%
6	c1ccc(CCc2nn3c(Cn4nnc5ccccc54)nnc3s2)cc1	?	0.0%	7%	-1%	-24%	7%	-4%	i	1%
7	C=C(Br)Cn1c(CC(C)C)nc2ccccc21	0	0.3%	7%	20%	-10%	-10%	10%	i	-5%
8	CCn1c2ccc(OC)cc2c2nc3ccccc3nc21	-10	8.3%	8%	-2%	-1%	0%	-2%	i	0%
9	O=C(NN1C(=O)/C(=C/c2cccc(O)c2)SC1=S)c1ccccc1O	14	5.5%	-2%	15%	15%	·	-7%	?	-6%
10	CCn1c(/C=C2/C(=O)N(C)c3ccccc32)nc2ccccc2c1=O	-16	?	-9%	9%	3%	-11%	43%[activator]	i	-3%
11	CCc1ccc(Nc2nnc(SCC(=O)c3c(N)n(C4CC4)c(=O)[nH]c3=O)s2)cc1	0	3.2%	0%	?	-27%	4%	-13%	i	-2%
12	O=C(COc1ccccc1[N+](=O)[O-])Nc1cc(C(=O)O)cc(C(=O)O)c1	10	-0.6%	7%	9%	2%	6%	9%	i	2%
13	CS(=O)(=O)N(CC(=O)O)c1cc(Cl)cc(Cl)c1	24	-0.5%	5%	2%	-12%	7%	3%	i	-4%
14	CCOC(=O)c1c(C)oc2nc(C)nc(N3CCN(c4cccc(C(F)(F)F)c4)CC3)c12	·	3.7%	?	·	-34%	-18%	-12%	i	-2%
15	COc1ccc(CNC(=O)c2sc(=O)n(Cc3ccccc3C)c2C)cc1	-10	0.6%	·	·	-23%	?	1%	i	·
16	CCOC(=O)C1CCCCN1S(=O)(=O)c1csc(C(N)=O)c1 (stereo not given)	·	-0.4%	-1%	·	-13%	·	1%	·	10%
17	COc1ccccc1C(=O)N1CCC(C(=O)c2ccc(F)cc2)CC1	-5	-0.9%	·	0%	-11%	-14%	-6%	i	5%
18	Cn1nnnc1SCCNCc1cc(Cl)ccc1OCc1ccccc1	-9	0.8%	1%	?	-48%	-12%	?	i	-1%
19	O=C(Nc1ccc(Cl)cc1)C1CCCC1	-11	1.0%	-19%	6%	-5%	·	0%	i	2%
20	C[C@]12c3[nH]c4cc(-c5ccco5)ccc4c3CCN1C(=O)[C@@H](CC(=O)NCCC1=CCCCC1)C[C@@H]2C(=O)N1CCOCC1	0	8.7%	?	-11%	3%	0%	11µM*	?	?
21	COc1cccc(C(C(=O)NC2CCCCC2)N(C(=O)c2ccccn2)c2cccnc2)c1 (stereo not given)	0	-0.2%	-6%	-18%	0%	-38%	-9%	?	7%
22	CCOc1ccc2c(c1)c1nnc(SCC(=O)N3CCCCC3C)nc1n2C (stereo not given)	-6	0.7%	13%	9%	-14%	-25%	-10%	i	-3%
23	CCOc1ccc(S(=O)(=O)NCCC(=O)OCC(=O)NC(=O)c2cccn2C)cc1	17	0.3%	0%	-1%	0%	3%	1%	i	6%
24	COc1ccccc1-c1noc(-c2ccccc2C(=O)NCc2ccco2)n1	20	?	7%	-22%	-26%	-11%[11.3 µM]	7%	i	0%
25	Cc1ccc(-n2nc(C)c3c(C)cc(=O)n(CC(=O)N4CCCc5ccccc54)c32)cc1	·	0.4%	?	·	8%	1%	10%	i	5%
26	CCOc1ccc(C(=O)Nc2nnc(S(=O)(=O)Nc3ccccc3)s2)cc1	·	3.5%	-2%	·	-23%	·	-17%	·	3%
27	CCCC(=O)NC(=S)Nc1cccc(NC(=O)c2ccc(Cl)cc2Cl)c1	-15	0.7%	-3%	10%	-24%	-10%	1%	i	-3%
28	COC(=O)c1ccccc1NC(=O)Cn1nnc(-c2ccc(OC)cc2)n1	11	0.1%&0.1%	-26%	16%	-21%&-8%	3%&-4%	7%&1%	?	-14%&-11%
29	O=C(COC(=O)COc1ccccc1Cl)Nc1ccccc1OC(F)F	0	-0.1%	9%	-4%	-3%	4%	?	i	-13%
30	CC(=O)c1ccc(NC(=O)/C(Cl)=C/c2ccccc2)cc1	-62*	2.9%	?	1%	0%	67%[activator]	3%	i	2%
31	CCN(CC)CC(=O)c1c(N)n(Cc2ccccc2)c(=O)n(C)c1=O	-9	0.4%	-11%	?	0%	-23%	12%	i	2%
32	CC1=C(C(=O)OCC2CCCO2)C(c2ccc(Cl)c(Cl)c2)NC(=O)N1 (stereo not given)	-50*	2.8%	?	5%	-10%	-29%	3%	i	1%
33	Cc1ccc(F)cc1CNC(=O)C1CCC(=O)N(CCCN2CCCC2=O)C1 (stereo not given)	3	2.6%	?	0%	6%	29%	13%	i	0%
34	O=S(=O)(c1ccc(-c2nc3ccccc3s2)cc1)N1CCCC1	1	3.2%	?	-2%	-2%	12%	6%	i	0%
35	Cc1ccc(C(=O)NCCNc2ncc(C(F)(F)F)cc2Cl)cc1[N+](=O)[O-]	13	3.2%	-16%	?	-2%	?	0%	i	-5%
36	N#Cc1nc(-c2ccc(F)cc2)oc1N1CCCC1	-12	0.5%	31%	8%	38%	31%	13%	i	-11%
37	CC(C)c1ccc(Nc2nc(CC(=O)O)cs2)cc1	16	0.2%	?	7%	10%	87%[activator]	-28%	i	-2%
38	NC1=NC(=Nc2ccc(Cl)cc2)c2ccccc21	-14	8.0%	?	?	-2%	-4%[11.3 µM]	-26%	i	-10%
39	O=C(NCC1CCCO1)C12CN(Cc3ccccc3)CC1C(c1cccc([N+](=O)[O-])c1)=NO2 (stereo not given)	7	-0.5%	-7%	-8%	-7%	10%	4%	i	-3%
40	Cc1cccc(N2O[C@H]3C=CC2CCCC3)n1	0	0.2%	26%	0%	-5%	44%[activator]	6%	i	-4%
41	Cc1cc(C)c2c(N)c(-c3nc4ccccc4[nH]3)sc2n1	0	29%	23%	?	-16%	85%[activator]	-2%	?	12%
42	CCCC1=Nc2cc(C(=O)N3CCN(c4ccccn4)CC3)ccc2Sc2ccc(C)cc21	-50*	-0.7%	?	?	-10%	-8%	-17%	?	-18%
43	CN1/C(=C\C(=O)COC(=O)Cn2nnc(-c3ccccc3)n2)C(C)(C)c2ccccc21	8	-0.7%	?	5%	-39%	-35%	3%	i	-22%
44	COc1ccccc1N1CCN(/N=C/C=C\c2ccco2)CC1	?	4.5%	·	-4%	-20%	33%[activator]	-30%	i	1%
45	CCOCCCNS(=O)(=O)c1ccccc1	0	-0.3%	?	-5%	-11%	0%	-17%	i	-5%
46	CCOC(=O)Nc1ccc2c(c1)N(C(=O)CCN1CCN(C)CC1)c1ccccc1S2	-5	6.5%	·	0%	-4%	-10%	-9%	i	-2%
47	CCC(=O)N(CCC(c1ccccc1)c1ccc2c(c1)OCO2)Cc1ccc(OC(C)C)cc1 (stereo not given)	·	0.2%	5%	·	-36%	-35%	?	i	6%
48	Cc1ccc(-c2ccc(CN3C(C)C(=O)N(Cc4cn(CCC5OCCCO5)nn4)CCS3(=O)=O)cc2)cc1 (stereo not given)	-2	1.0%	·	·	-20%	-16%	6%	i	·
49	Cc1ccc(S(=O)(=O)N2CCOCC2)cc1C(=O)OCC(=O)Nc1ccc2[nH]c(=O)[nH]c2c1	10	2.0%	4%	4%	-29%	-1%	0%	i	3%
50	CC(=O)Nc1ccc(NC(=O)C2Cc3c(-c4ccc(Cl)cc4)ccnc3O2)cc1 (stereo not given)	10	3.5%	·	·	-25%	-1%	9%	i	·
51	S=c1[nH]nc(-c2ccc(Cl)cc2Cl)n1-c1ccccc1	-10	6.1%	6%	-7%	2%	·	-12%	i	6%
52	O=C(CN1C(=O)C2C3C=CC(C3)C2C1=O)NCCc1ccccc1Cl (stereo not given)	-6	2.4%	2%	28%	5%	4%	10%	i	3%
53	CCOC(=O)c1cnc(SCc2ccccc2)nc1N	-14	3.8%	?	-12%	-37%	104%[activator]	?	i	3%
54	CC(/C=N/NC(=O)c1cc(C2CC2)[nH]n1)=C\c1ccccc1	-1	2.9%	13%	?	-9%	-7%	-6%	i	-5%
55	CC(Nc1nc2ccccc2n2cnnc12)c1ccccc1 (stereo not given)	21	3.3%	?	0%	0%	38%	-1%	i	-10%
56	CCSc1nnc(CNC(=O)C23CC4CC(CC(C4)C2)C3)n1C1CCCCC1	7	-0.2%	3%	5%	-28%	1%	-18%	i	6%
57	O=C(Cn1cnc([N+](=O)[O-])c1)Nc1ccc(Cl)cc1Cl	?	-0.2%	·	·	-4%	·	6%	i	·

# Whole records as entered above:
# O=C(Cn1cnc([N+](=O)[O-])c1)Nc1ccc(Cl)cc1Cl is listed with IL1B secr inh: ?; Nrf2 activator: -0.2%; Nrf2 inh: ·; MCF10A rerep: ·; HepG2 viability: -4%; ATXN2 expr inh: ·; TGFb inhibitor: 6%; S2 tox: i; A549 tox: ·
# Cc1ccc(S(=O)(=O)N2CCOCC2)cc1C(=O)OCC(=O)Nc1ccc2[nH]c(=O)[nH]c2c1 is listed with IL1B secr inh: 10; Nrf2 activator: 2.0%; Nrf2 inh: 4%; MCF10A rerep: 4%; HepG2 viability: -29%; ATXN2 expr inh: -1%; TGFb inhibitor: 0%; S2 tox: i; A549 tox: 3%
